# Screens (PubChem BioAssay)
# Avidin bead fluor: green autofluorescence of compounds with avidin beads – biophysical, 488/530 nm, flow cytometry, artefact control, profiling panel; fluorescence (KMESF) at 10 µM; compound fluorescence 488/530 nm; hits give high values; hit rate 0.38% among 220,000; in the data active = fluorescence above about 47; also: inactives centre near 10
# Mcl1-Bid inh: Mcl-1/Bid binding inhibitors, primary screen, biochemical, TR-FRET, 1536-well; TR-FRET Mcl-1/Bid-Dy647 peptide binding; inhibition, % at 21.7 µM; hit rate 0.97% among 220,000; Induced myeloid leukemia cell differentiation protein Mcl-1 (Homo sapiens), Q07820;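 active = compounds that cut the binding signal by more than half at the single screening dose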;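 also: His-tagged Mcl-1 with europium anti-His antibody binding Bid BH3 peptide; 0% = Mcl-1 plus peptide wells and 100% = peptide-only wells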
# Target sequence (Q07820 whole entry, looked up): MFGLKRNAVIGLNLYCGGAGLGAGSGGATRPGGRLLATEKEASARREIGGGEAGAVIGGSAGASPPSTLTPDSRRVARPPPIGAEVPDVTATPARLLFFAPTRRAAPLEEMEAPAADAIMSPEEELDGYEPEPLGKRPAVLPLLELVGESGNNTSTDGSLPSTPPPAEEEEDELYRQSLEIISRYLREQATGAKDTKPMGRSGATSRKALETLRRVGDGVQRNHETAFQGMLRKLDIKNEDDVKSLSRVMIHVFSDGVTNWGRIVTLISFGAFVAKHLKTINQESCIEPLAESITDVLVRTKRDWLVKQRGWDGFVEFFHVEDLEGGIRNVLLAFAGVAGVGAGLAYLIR
# Rac1 wt modul: wildtype Rac1 GTP binding modulators, primary screen, biochemical, GST-Rac1 beads, flow cytometry, multiplex. Ras-related C3 botulinum toxin substrate 1 (Homo sapiens), P63000. fluorescent GTP binding; actives lie on both sides; 0 = cold GTP competed, 100 = untreated. GTP binding activity (% of control), % at 10 µM. AID 757, 2007. hit rate 0.27% among 190,000;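 active = GTP binding activity at least 20 points away from the 100% control level, either lower or higher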
# GSH fluor: compound fluorescence on glutathione beads, profiling panel, artefact control, biophysical, 488/530 nm, flow cytometry; GSH beads flow cytometry, compound fluorescence 488/530 nm; hits give high values; fluorescence (KMESF) at 10 µM; hit rate 0.25% among 190,000; AID 1776, 2009; in the data active = fluorescence above about 89;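 also: glutathione beads carrying GST-tagged Bcl family fusion proteins plus one bare bead set; values are compound well signal with DMSO vehicle wells as background; inactives centre near 16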
# Rac1 act GTP bind: GTP binding modulators of activated mutant Rac1, primary screen, biochemical, bead-based flow cytometry, multiplex, fluorescent GTP; percent activity (GTP binding), % at 10 µM; AID 764, 2007; GST-Rac1 activated beads; actives lie on both sides; 100% means binding = to untreated wells; hit rate 0.11% among 190,000; Ras-related C3 botulinum toxin substrate 1 (Homo sapiens), P63000;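 active = GTP binding at least 20 percentage points away from the 100% baseline, in either direction, so actives lie on both sides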
# Pf gametocyte: late stage P. falciparum gametocyte viability inhibitors, primary screen, ATP luminescence, HTS | hit rate 0.065% among 150,000 | inhibition, % at 10.9 µM | AID 743093, 2013 | P. falciparum stage V gametocytes, 24 h;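 active = inhibition above the mean plus 3 SD of compounds within the control limits, set per campaign, cut at about 38% in these data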;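 also: 0% = DMSO wells and 100% = medium only without gametocytes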
# Mcl1-Noxa inh: Mcl-1/Noxa binding inhibitors, primary screen, biochemical, TR-FRET, 1536-well; Induced myeloid leukemia cell differentiation protein Mcl-1 (Homo sapiens), Q07820; TR-FRET Mcl-1/Noxa peptide binding, 2 h; inhibition, % at 21.7 µM; hit rate 1.5% among 220,000;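 active = compounds that cut the protein-peptide binding signal by more than 50% relative to plate controls in a single-dose test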;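 also: His-tagged Mcl-1 with rhodamine Noxa BH3 peptide and terbium anti-His antibody; 0% = Mcl-1 plus Noxa peptide wells and 100% = peptide-only wells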
# Cdc42 wt: modulators of GTP binding to wildtype Cdc42, primary screen, biochemical, multiplex bead flow cytometry, Bodipy-GTP | Cell division control protein 42 homolog (Homo sapiens), P60953 | GST-Cdc42 beads; actives lie on both sides | percent activity (GTP binding), % at 10 µM | hit rate 0.2% among 190,000 | AID 761, 2007;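 active = percent activity GTP binding at least 20 points away from the 100% baseline, either down as inhibitor or up as activator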;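 also: median bead fluorescence of bound Bodipy-FL-GTP at 100 nM; 0% = excess unlabeled GTP control and 100% = no compound control; below 100% means less GTP binding so inhibitor and above means activator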
# Target sequence (P60953 whole entry, looked up): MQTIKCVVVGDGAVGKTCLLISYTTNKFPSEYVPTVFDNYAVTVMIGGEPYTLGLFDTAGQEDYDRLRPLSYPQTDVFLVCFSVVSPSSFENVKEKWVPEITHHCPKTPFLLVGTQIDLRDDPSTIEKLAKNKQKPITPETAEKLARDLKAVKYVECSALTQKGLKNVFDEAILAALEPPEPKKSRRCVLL
# Rab2 wt GTP: modulators of GTP binding to Rab2A wildtype, primary screen, biochemical, dog, bead-based flow cytometry, multiplex; Ras-related protein Rab-2A (Canis lupus familiaris), P61105; GST-Rab2 wt beads, Bodipy-GTP binding; GTP binding activity, % at 10 µM; hit rate 0.19% among 190,000; AID 760, 2007;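 active = GTP binding activity at least 20 points away from 100%, either lowered or raised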;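 also: 0% = beads with excess unlabeled GTP and 100% = no-compound control corrected for plate trend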
# Rab7 wt GTP bind: modulators of GTP binding to Rab7, primary screen, biochemical, wildtype, multiplex bead flow cytometry; Rab7 GTPase wild type (dog), Bodipy-FL-GTP binding; GST-Rab7 beads, fluorescent GTP binding; actives lie on both sides; untreated = 100%, excess cold GTP = 0%; GTP binding activity (percent of control), % at 10 µM; hit rate 0.055% among 190,000; AID 758, 2007;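 active = fluorescent GTP binding to Rab7 beads changed by at least 20 points from the 100% baseline, either direction, mostly lower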;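 also: median green fluorescence of bound Bodipy-FL-GTP per Rab7 bead population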
# HRas wt GTP: modulators of GTP binding to HRas wildtype, primary screen, biochemical, bead-based flow cytometry, multiplex | GTP binding activity, % at 10 µM | hit rate 0.14% among 190,000 | GST-Ras wt beads, Bodipy-FL-GTP binding; actives lie on both sides;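 active = GTP binding activity at least 20% away from the 100% baseline, either lowered as inhibitor or raised as activator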;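 also: 0% = unlabeled GTP competition control and 100% = no-compound control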
# Target sequence (P01112 whole entry, looked up): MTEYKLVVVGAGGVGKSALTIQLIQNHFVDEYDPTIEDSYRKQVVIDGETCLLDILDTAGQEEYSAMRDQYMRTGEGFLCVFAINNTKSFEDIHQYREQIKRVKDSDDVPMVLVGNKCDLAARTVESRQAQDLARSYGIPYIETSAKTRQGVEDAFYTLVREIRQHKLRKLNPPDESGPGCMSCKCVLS
# Starred values were filed as active, the others as inactive; nt = not tested or not shown.
SMILES,Avidin bead fluor,Mcl1-Bid inh,Rac1 wt modul,GSH fluor,Rac1 act GTP bind,Pf gametocyte,Mcl1-Noxa inh,Cdc42 wt,Rab2 wt GTP,Rab7 wt GTP bind,HRas wt GTP
N#C/C(=C\c1ccc[nH]1)S(=O)(=O)c1ccccc1,20,-9.8,96.0,25,96.0,nt,11.9,97.0,99.0,94.0,96.0
N#CC1=C(O)C(c2ccccc2)n2c1nc(=O)c1ccccc12 (stereo not given),19,7.1,97.0,13,96.0,nt,0.5,97.0,97.0,97.0,97.0
O=C(Cc1cccc2ccccc12)Nc1nc(-c2cccc([N+](=O)[O-])c2)cs1,25,-27.9,101.0,15,93.0,4.6,1.7,97.0,94.0,98.0,97.0
O=C(Nc1nnc(CCc2ccccc2)s1)c1cccs1,34,7.4,104.0,18,100.0,nt,-1.7,104.0,104.0,98.0,103.0
O=C(N1CCCCCC1)N1CCN(C(=O)N2CCCCC2)CC1,12,-36.5,101.0,23,100.0,-4.5,-0.6,103.0,101.0,97.0,102.0
Fc1ccc(CCNC(=S)Nc2ccc(F)c(Cl)c2)cc1,9,-65.8,97.0,18,94.0,26.5,10.6,94.0,99.0,104.0,99.0
c1ccc2c(c1)CCN(c1ncnc3nc[nH]c13)C2,19,-26.9,110.0,24,99.0,nt,-1.4,102.0,104.0,101.0,99.0
CCOC(=O)c1cc2c(N)c(C(=O)c3ccc(Br)cc3)sc2[nH]c1=O,11,-44.8,64.0*,10,79.0*,19.0,46.9,71.0*,71.0*,90.0,74.0*
CCc1nnc(NC(=O)C2CC(=O)N(c3ccc(C)cc3)C2)s1 (stereo not given),10,-29.2,95.0,51,93.0,6.0,-10.3,97.0,98.0,101.0,99.0
O=C(Cc1ccc(Cl)cc1)NCCN1CCCC1,17,-9.4,101.0,22,99.0,nt,39.7,103.0,102.0,96.0,103.0
O=C(CSc1nnc(Cc2cccs2)n1Cc1ccco1)Nc1ccc(Cl)cc1Cl,14,20.8,96.0,45,91.0,-0.7,21.4,96.0,93.0,95.0,96.0
S=C(NCCc1ccc(Cl)cc1)Nc1ccc(Cl)cc1Cl,11,-17.2,101.0,11,97.0,-11.2,7.4,101.0,100.0,104.0,101.0
CCNCc1cc(Cl)cc(OC)c1OC(C)C,3,-5.6,106.0,8,102.0,22.2,15.7,101.0,100.0,100.0,102.0
O=C(NCc1cccs1)C1CCN(c2nccs2)CC1,5,-16.8,99.0,34,96.0,24.0,7.0,94.0,96.0,96.0,96.0
Nn1cnnc1SCC(=O)Nc1ccc2c(c1)OCCO2,11,-22.6,106.0,55,99.0,-6.0,-1.8,104.0,99.0,102.0,103.0
O=C(CSCc1ccc(Cl)cc1)NCc1ccc2c(c1)OCO2,9,4.3,94.0,12,92.0,nt,-1.6,96.0,96.0,95.0,95.0
CCOC(=O)c1sc(=S)n(CC)c1NC(=O)C1CC1,37,-4.2,104.0,17,101.0,4.2,1.0,104.0,101.0,102.0,103.0
O=c1c2ccccc2c(C=Nc2ccc(S(=O)(=O)Nc3ncccn3)cc2)c(O)n1-c1cccc(Cl)c1,12,20.1,91.0,16,86.0,10.5,27.6,82.0,91.0,99.0,91.0
Cc1nn(CC(=O)Nc2ccc3c(c2)nc2n3CCOC2)c(=O)c2ccccc12,7,0.1,101.0,31,98.0,nt,11.4,96.0,99.0,95.0,97.0
CCCCOc1ccccc1C1C(C(=O)OC)=CN(CC)C=C1C(=O)OC,11,-57.3,100.0,13,98.0,nt,15.1,98.0,100.0,104.0,103.0
O=C(Nc1nnc(-c2ccc3c(c2)OCCO3)o1)C1CCCCC1,8,-37.1,98.0,16,94.0,nt,7.5,98.0,96.0,106.0,100.0
CC(C)(Oc1ccc(CCNC(=O)c2ccc(-c3ccc(Cl)cc3)o2)cc1)C(=O)O,6,-14.8,96.0,21,93.0,20.9,1.1,90.0,93.0,99.0,93.0
Nc1ccc2c(c1)C(=O)Cc1ccccc1S2,2,-69.5,103.0,10,95.0,25.3,3.5,100.0,99.0,102.0,100.0
COc1ccc(C(=O)CCC(=O)N2CCN(c3ccc(N4CCOCC4)nn3)CC2)cc1,8,-35.2,104.0,19,100.0,nt,2.3,98.0,100.0,100.0,101.0
COc1cccc(C2=NOC(C(=O)NCC3CCCO3)C2)c1 (stereo not given),11,-13.4,99.0,18,98.0,nt,5.8,99.0,101.0,102.0,101.0

# Copied from the entries so far (2 entries):
SMILES,Avidin bead fluor,Mcl1-Bid inh,Rac1 wt modul,GSH fluor,Rac1 act GTP bind,Pf gametocyte,Mcl1-Noxa inh,Cdc42 wt,Rab2 wt GTP,Rab7 wt GTP bind,HRas wt GTP
COc1ccc(C(=O)CCC(=O)N2CCN(c3ccc(N4CCOCC4)nn3)CC2)cc1,8,-35.2,104.0,19,100.0,nt,2.3,98.0,100.0,100.0,101.0
COc1cccc(C2=NOC(C(=O)NCC3CCCO3)C2)c1 (stereo not given),11,-13.4,99.0,18,98.0,nt,5.8,99.0,101.0,102.0,101.0

# Continuation.
SMILES,Avidin bead fluor,Mcl1-Bid inh,Rac1 wt modul,GSH fluor,Rac1 act GTP bind,Pf gametocyte,Mcl1-Noxa inh,Cdc42 wt,Rab2 wt GTP,Rab7 wt GTP bind,HRas wt GTP
O=c1[nH]c(SCc2ccc(Cl)cc2)nc2c1CCC2,15,-6.3,101.0,16,97.0,nt,-5.5,99.0,100.0,97.0,99.0
Cc1ccc(CC(CC(=O)NCCc2ccc3c(c2)OCO3)C(=O)O)cc1 (stereo not given),5,-21.5,93.0,3,89.0,7.1,1.7,93.0,91.0,90.0,92.0
O=C(NC1CCCCC1)c1ccc(NS(=O)(=O)c2cccc3cccnc23)cc1,9,3.8,105.0,13,96.0,1.5,10.5,102.0,97.0,98.0,102.0
CCOCCCn1c(NN)nc2ccccc2c1=O,7,-52.0,96.0,15,96.0,-16.3,3.2,97.0,103.0,104.0,100.0
Cc1sc2ncnc(NCCCn3ccnc3)c2c1C,33,-11.0,108.0,21,105.0,nt,2.5,107.0,103.0,103.0,104.0
COc1ccc(NCc2nnc(SCC(=O)Nc3ccccc3OC)o2)cc1,4,-52.6,98.0,4,98.0,11.3,-9.6,100.0,98.0,95.0,97.0
CCCCN(C)CCNC(=O)CCNC(=O)Cn1ccc2ccccc2c1=O,11,-28.1,100.0,16,97.0,7.1,5.6,98.0,96.0,94.0,98.0
Cc1ccc(C2=[N+]([O-])C(C)(C)CC2)cc1,9,-18.7,110.0,14,103.0,nt,-9.9,103.0,102.0,102.0,104.0
CN(c1ccccc1C(=O)N1CCCC1)S(C)(=O)=O,18,-1.9,100.0,24,98.0,nt,7.3,103.0,100.0,99.0,99.0
COc1ccc(C(=S)N2CCCC2)cc1,8,-22.7,103.0,17,98.0,nt,0.4,104.0,101.0,95.0,103.0
COc1ccc(/C=N/NC(=O)CSc2ccccc2)cc1OC,11,1.8,100.0,22,99.0,nt,28.7,99.0,100.0,96.0,100.0
CN(CC(=O)Nc1ccccc1Cl)C(=O)CSc1ncc(C(F)(F)F)cc1Cl,6,-4.8,103.0,18,97.0,-30.9,1.1,100.0,97.0,101.0,98.0
CCOc1ccc(S(=O)(=O)n2c(C)nc3ccccc32)cc1,8,-9.7,103.0,19,101.0,nt,-2.9,102.0,100.0,101.0,101.0
COc1cccc(Nc2nc(CC(C)=O)ns2)c1,34,-24.6,99.0,8,97.0,nt,5.8,100.0,98.0,98.0,101.0
Cc1nc([N+](=O)[O-])c(C(=O)O)n1C,24,7.5,94.0,10,93.0,-29.1,28.1,91.0,92.0,92.0,90.0
COc1ccc(C(=O)/C=C/Nc2ccc(S(=O)(=O)Nc3ncccn3)cc2)cc1,25,0.1,99.0,11,94.0,nt,7.0,99.0,96.0,97.0,95.0
CCOC(=O)C1=C(C)NC(=O)NC1c1ccoc1 (stereo not given),11,-60.5,104.0,9,100.0,1.7,-7.9,103.0,103.0,101.0,102.0
CCc1cc(CNC(=O)CCc2nnc(Cc3cccc(C)c3)o2)on1,14,-10.5,104.0,10,96.0,-10.8,-1.6,97.0,98.0,105.0,100.0
O=C(O)CCC1=C2c3ccccc3CCN2C(=O)CC1,11,-18.7,99.0,16,99.0,-7.0,-3.8,100.0,102.0,99.0,104.0
Cc1ccc(O)c(C(=O)CC(=O)c2cccc(F)c2)c1,32,-50.1,107.0,24,100.0,-23.9,-40.6,102.0,99.0,101.0,100.0
CCn1c(CCCCc2n[nH]c(=S)n2CC)n[nH]c1=S,9,-81.9,97.0,20,93.0,nt,37.3,97.0,97.0,98.0,95.0
CC(C)C[C@H](NC(=O)C1(c2ccccc2)CCN(C(=O)[C@H]2CSCN2C(=O)OC(C)(C)C)CC1)C(=O)O,5,-0.7,107.0,24,101.0,5.2,18.6,104.0,100.0,97.0,101.0
CCN(C(=O)COC(=O)c1ccc(Cl)c(N)c1)C1CCS(=O)(=O)C1 (stereo not given),6,-28.0,100.0,12,95.0,7.0,14.6,98.0,99.0,102.0,99.0
COc1ccc(NC(=S)NC(NC(=O)c2ccccc2Cl)C(Cl)(Cl)Cl)c([N+](=O)[O-])c1 (stereo not given),21,-13.1,103.0,35,98.0,-7.2,17.8,99.0,102.0,102.0,101.0
CC(C)(C)c1ccc(C(=O)CC(=O)c2cc(Cl)ccc2O)cc1,8,-72.0,103.0,245*,96.0,-1.5,-32.0,102.0,98.0,101.0,102.0
Cc1ccc(NC(=O)NC2CCN(CC(=O)Nc3nccs3)CC2)cc1,8,-40.4,99.0,51,96.0,0.1,-3.0,99.0,97.0,95.0,98.0
CC1(C)NC(=O)N(CC(=O)Nc2nc(-c3ccc(F)cc3)cs2)C1=O,195*,-18.6,101.0,5,99.0,nt,3.0,103.0,98.0,96.0,100.0
Cc1ccc(NC(=O)[C@@H]2CCCN2S(=O)(=O)c2ccccc2C(F)(F)F)cc1S(=O)(=O)N1CCOCC1,12,-14.8,104.0,5,101.0,-31.9,45.9,98.0,102.0,97.0,102.0
Fc1ccc(Sc2ccccc2CNC2=NCCN2)cc1,3,-59.2,106.0,9,97.0,-12.4,2.0,100.0,101.0,101.0,101.0
COC(=O)C(CC(C)C)NC(=O)C(N)Cc1ccccc1 (stereo not given),17,-12.2,104.0,12,97.0,nt,-1.5,104.0,104.0,107.0,106.0
